Compound activity (PubChem)
IL1B NFkB pot: enhances IL-1B driven NFkB nuclear translocation | HUVEC IL-1B NFkB p65 nuclear translocation imaging | activation, % at 2 µM | hit rate 0.3% among 94,000 | AID 819;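 active = activation above 40%, about the mean plus 3 SD, also judged a hit on visual image review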;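 also: percent activation is computed from the nuclear over cytoplasmic p65 intensity ratio; values of inactives mirror those of a sister screen read the other way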
MRP reversal: reverses drug resistance mediated by MRP | hit rate 0.04% among 85,000 | H69AR cells + 2 uM doxorubicin, CellTiter-Glo, 72 h | differential viability (reversal), % at 10 µM;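 active = viability drop by adding the cancer drug above about 55%, with treated viability meeting a 40% cutoff, limit read from the data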;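 also: viability without doxorubicin minus viability with 2 µM doxorubicin for each compound; larger differential means the compound sensitizes cells more to doxorubicin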
PLAP inhibition: PLAP enzyme inhibitors, biochemical, luminescence, HTS (AID 690) | purified PLAP, luminescent substrate; higher % means a stronger effect | inhibition, % at 20 µM; hits with a dose series show IC50 in µM | hit rate 0.08% among 96,000; in the data active = a potency from the dose series; inactive = the rest, 99 in 100 with inhibition below about 30%; also: strong numbers were not always called active
IL1B NFkB inh: blocks IL-1B driven NFkB nuclear translocation in HUVEC cells | HUVEC IL-1B NFkB p65 nuclear translocation imaging | inhibition, % at 2 µM | hit rate 0.43% among 94,000;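 active = inhibition above about 30% together with a positive call from visual inspection of the well image, limit read from the data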;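 also: nuclear over cytoplasmic p65 intensity ratio measured by imaging; 0% = IL-1B stimulated DMSO wells and 100% = unstimulated DMSO wells; values of inactives mirror those of a sister screen read the other way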
Bcl-B TR3 displacers: displacers of TR3 peptide from Bcl-B, primary screen, selectivity assay for Bfl-1 inhibitor project, biochemical, fluorescence polarization; displacement, % at 20 µM; hits with a dose series show IC50 in µM; AID 748; hit rate 0.11% among 96,000; FP displacement of FITC-TR3 peptide from Bcl-B; higher % means a stronger effect;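 active = displacement above 50% at 20 µM plus a fluorescence interference ratio under 1.5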;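 also: plate controls were wells without compound for no effect and wells lacking Bcl-B protein for full effect; a part of the inactive calls stands beside numbers as strong as those of hits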
MRP reversal cytotoxicity: second read-out of MRP reversal, no call of its own (marks repeat the call); viability, %; H69AR cells, CellTiter-Glo, 72 h; measured here: cytotoxicity without doxorubicin
MRP reversal with doxorubicin: further read-out of MRP reversal, marked with its call; viability, %; measured here: viability with 2 uM doxorubicin; active compounds read low
IL1B NFkB inh cell count 2 µM: also measured in IL1B NFkB inh; calls as there; cell count; measured here: cells passing quality filter;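 raw number of nuclei counted in each imaged well without normalization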
IL1B NFkB pot cell count 2 µM: second read-out of IL1B NFkB pot, no call of its own (marks repeat the call); cell count; measured here: cells passing quality filter
* hit, by the source's call; nt = not tested or not shown.

SMILES	IL1B NFkB pot	IL1B NFkB pot cell count 2 µM	MRP reversal	MRP reversal cytotoxicity	MRP reversal with doxorubicin	PLAP inhibition	IL1B NFkB inh	IL1B NFkB inh cell count 2 µM	Bcl-B TR3 displacers
CCOc1cc(C2NC(=O)NC(O)(C(F)(F)F)C2C(=O)c2ccc(OC)cc2)ccc1O (configuration not stated)	28	219	-20	64	84	-24%	-28	219	3%
COc1ccc(-c2nc(-n3c(C)c(C(C)=O)c(C(C)=O)c3C)sc2C)cc1	-6	150	-1	75	76	-23%	6	150	-6%
COc1ccc(NC(=O)CSc2nnc(-c3ccccn3)n2-c2ccccc2)cc1OC	9	112	-3	87	90	-21%	-9	112	7%
CCCCN(CCCNC(=O)CN1C(=O)COc2ccccc21)c1ccccc1	nt	nt	3	72	68	-5%	nt	nt	0%
COc1ccc(C)cc1NC(=O)CSc1nnc(CC(=O)Nc2cccc(C(F)(F)F)c2)n1C	3	139	-16	82	98	14%	-3	139	-8%
Cc1ccc(S(=O)(=O)N2CCC(C(=O)N(C)C3CCS(=O)(=O)C3)CC2)cc1 (configuration not stated)	-9	53	1	101	100	-50%	10	53	1%
CCn1c(C(=O)NCc2cccnc2)cc2sc(Cl)cc21	11	90	nt	nt	nt	-65%	-11	90	0%
CC(=O)c1cccc(NC(=O)Cc2ccc3c(c2)CCCC3)c1	-18	122	nt	nt	nt	12%	18	122	2%
Cc1ccc(NC(=O)CSc2nnc(CCCCCNC(=O)OC(C)(C)C)o2)c(C)c1	1	132	14	98	84	nt	-1	132	nt
CCN(CCO)Cc1csc2cccc(Br)c12	9	188	nt	nt	nt	0%	-9	188	6%

Compound profiles, as listed above.
Record of `CCCCN(CCCNC(=O)CN1C(=O)COc2ccccc21)c1ccccc1` → IL1B NFkB pot: nt; IL1B NFkB pot cell count 2 µM: nt; MRP reversal: 3; MRP reversal cytotoxicity: 72; MRP reversal with doxorubicin: 68; PLAP inhibition: -5%; IL1B NFkB inh: nt; IL1B NFkB inh cell count 2 µM: nt; Bcl-B TR3 displacers: 0%
Record of `Cc1ccc(NC(=O)CSc2nnc(CCCCCNC(=O)OC(C)(C)C)o2)c(C)c1` → IL1B NFkB pot: 1; IL1B NFkB pot cell count 2 µM: 132; MRP reversal: 14; MRP reversal cytotoxicity: 98; MRP reversal with doxorubicin: 84; PLAP inhibition: nt; IL1B NFkB inh: -1; IL1B NFkB inh cell count 2 µM: 132; Bcl-B TR3 displacers: nt

(list continues)
SMILES	IL1B NFkB pot	IL1B NFkB pot cell count 2 µM	MRP reversal	MRP reversal cytotoxicity	MRP reversal with doxorubicin	PLAP inhibition	IL1B NFkB inh	IL1B NFkB inh cell count 2 µM	Bcl-B TR3 displacers
CCCCSc1nc(C)cc(SCC(=O)N/N=C/c2cccc(OC)c2O)n1	5	177	nt	nt	nt	-7%	-5	177	-2%
CCc1c(C)c2cc(Cl)c(O)c(CN(CC)CC)c2oc1=O	9	161	7	94	87	20%	-9	161	-4%
COC(=O)C1=C(C)N(CCc2ccccc2)C(=O)C1	-88	8	18	105	87	-11%	88*	8*	-3%
CCN(C(=O)c1cc2cccc(OC)c2oc1=O)C1CCCCC1	-9	157	11	94	82	nt	9	157	nt
CCCCNc1ccccc1C(=O)OCC(=O)Nc1ccc(S(N)(=O)=O)cc1	34	174	nt	nt	nt	-108%	-34	174	-7%
CC1CCC(NC(=O)CN2CCCN(Cc3ccc(F)cc3Cl)C2=O)CC1 (configuration not stated)	9	126	-1	93	94	-7%	-9	126	-7%
CC(=O)Nn1c(C)nnc1-n1nc(C)cc1C	nt	nt	-3	99	102	2%	nt	nt	-3%
Cc1cccc(NC2=NCC(=O)N2CCc2ccccc2)c1	-11	185	4	102	98	-13%	11	185	3%
CC(C)CC1C(C#N)=C(N)SC(N)=C1C#N	-6	89	3	91	87	-21%	6	89	-191%
CCSc1nnc(-c2ccc(Cl)cc2Cl)o1	25	76	14	99	85	11%	-25	76	7%
S=c1[nH]nc(CSCc2ccc(Cl)cc2Cl)n1-c1ccccc1	-2	180	nt	nt	nt	-39%	2	180	11%
Cc1ccc(C2(CC(=O)N3CCCC3)CCOC(C(C)C)C2)cc1 (configuration not stated)	8	122	19	98	79	-49%	-8	122	-12%
Fc1ccc(C(c2nnnn2C2CCCC2)N2CCN(Cc3ccncc3)CC2)cc1 (configuration not stated)	3	178	6	103	97	-50%	-3	178	3%
Cc1nn(C)c(C)c1C(=O)NN	8	87	4	93	89	19%	-8	87	3%
O=C(CSC1=NCCS1)Nc1ccccc1F	2	189	13	96	82	-16%	-2	189	-10%
O=C(COC(=O)C1CCCN1C(=O)c1cccs1)Nc1ccc2c(c1)OCO2 (configuration not stated)	-4	110	-13	83	97	7%	4	110	1%
CN1CCN(S(=O)(=O)c2ccc(C(=O)Nc3ccccc3)cc2)CC1	24	204	-2	96	98	-27%	-24	204	7%
O=C(O)c1ccc(CSc2nnc(-c3ccncc3)n2CC2CCCO2)cc1 (configuration not stated)	4	153	-4	105	109	-16%	-4	153	-11%
COc1cc(C(=O)NCc2nnc(SCC(=O)N3CCC(C)CC3)o2)cc(OC)c1OC	3	173	6	82	76	-16%	-3	173	6%
Cc1ccc(Oc2nc3ccccc3n3c(C)nnc23)cc1	1	175	12	97	84	-9%	0	175	5%
Cc1cc(C)nc(Nc2n[nH]c(-c3ccc(N)cc3)n2)n1	17	161	3	76	73	-141%	-18	161	-4%
COC(=O)CSc1nc2c(c(=O)[nH]c(=O)n2C)n1CCC(C)C	2	131	-5	85	91	nt	-2	131	nt
N#Cc1cn(CC(=O)NCCc2c[nH]c3ccccc23)c2ccccc12	nt	nt	-20	73	92	23%	nt	nt	-6%
O=C(CNC(=O)c1cccs1)NCC(=O)OCc1ccc(Cl)cc1	-1	120	nt	nt	nt	5%	1	120	-10%
CCOc1ccc(-c2nnc(N)o2)cc1	3	142	-7	91	97	17%	-3	142	-2%
CCN(CC)S(=O)(=O)c1ccc(S(=O)(=O)N(CC(=O)Nc2ccccc2)Cc2ccco2)cc1	-10	88	8	81	72	nt	10	88	nt
CN(C)S(=O)(=O)c1ccc(C(=O)Oc2cc(=O)[nH]c3ccccc23)cc1	2	158	-17	89	106	2%	-2	158	8%
CCc1c(O)nc(SCc2ccccc2)n(C(C)CC)c1=O (configuration not stated)	-1	167	11	102	91	5%	1	167	-5%
COc1cccc(N(CC(=O)NC2CCCC2)C(=O)Cn2nnc(-c3ccc(C)cc3)n2)c1	1	82	6	93	87	3%	-1	82	-8%
Nc1nnc(CCC2CCCCC2)s1	0	110	11	99	88	-3%	0	110	0%
CCC(C(=O)NCCN1CCN(C)CC1)n1c(C)c2cnn(-c3ccccc3)c(=O)c2c1C (configuration not stated)	nt	nt	nt	nt	nt	-60%	nt	nt	-4%
COc1ccc(-n2c(Cc3cccn3C)nnc2SCC(=O)Nc2cccc(C)c2C)cc1	6	54	-6	84	90	-39%	-6	54	-2%
CSc1nc(C)cc(SCCO)n1	21	97	-14	84	98	5%	-21	97	-10%
N=C1C(c2nc3ccccc3[nH]2)=C(O)CN1c1ccc(F)cc1	7	153	4	89	85	-22%	-7	153	-6%
COc1ccc(C(=O)Nc2ccc(S(=O)(=O)NCc3ccco3)cc2)cc1OC	14	129	nt	nt	nt	-2%	-14	129	4%
O=C(CSc1nnc(Cc2ccccc2)n1-c1ccc(Cl)cc1)N1CCOCC1	-2	98	1	87	86	-79%	2	98	-3%
CCC(Sc1nc(C)cc(=O)[nH]1)C(=O)Nc1sc2c(c1C#N)CCCC2 (configuration not stated)	29	130	2	96	94	6%	-29	130	-8%
O=C(OC(C(=O)NC1CCCCC1)c1ccccn1)c1cccs1 (configuration not stated)	10	166	-10	83	93	-12%	-10	166	-7%
CCOC(=O)c1ccc(NC(=O)CCOc2ccc(C)cc2)cc1	5	127	8	108	100	2%	-5	127	-7%
Cc1cccc(CSC2=NCCN2C(=O)C2CC2)c1	25	197	-3	94	96	15%	-26	197	-6%
O=C(CSc1n[nH]c(-c2ccc(S(=O)(=O)NC3CCCCC3)cc2)n1)N1CCCC1	0	153	-2	98	101	-40%	0	153	-4%
Nc1nc(N)nc(-c2ccccn2)n1	8	125	nt	nt	nt	-22%	-8	125	11%
COc1ccc2c(c1OC)C(=O)N1c3ccccc3SC21 (configuration not stated)	1	77	16	100	84	2%	-1	77	6%
O=C(c1ccc(CN2CCOCC2)cc1)N1CCN(Cc2ccccc2)CC1	31	197	17	107	90	-81%	-31	197	-4%
Cc1ccc(SCC(=O)Nc2cccnc2)cc1	-1	87	16	108	92	nt	1	87	nt
Cc1ccc2cc(CN(Cc3cccs3)Cc3nnnn3CC3CCCO3)c(=O)[nH]c2c1 (configuration not stated)	4	153	-10	64	74	-74%	-4	153	-6%
COc1ccccc1CNC(=O)c1c(O)c2cc(OC)c(OC)cc2[nH]c1=O	-12	148	-15	80	95	-64%	12	148	-1%
COC(=O)CCN1CCC(C(N)=O)CC1	-7	110	-6	93	99	15%	7	110	-1%
Cc1ccc(C(=O)Nc2ccc3c(c2)ncn3C)cc1	5	127	12	97	85	22%	-6	127	-5%
COc1ccc(-c2nnc(-c3ccc(N(C)C)cc3)o2)cc1	12	155	13	105	93	17%	-12	155	-6%

(more compounds)
SMILES	IL1B NFkB pot	IL1B NFkB pot cell count 2 µM	MRP reversal	MRP reversal cytotoxicity	MRP reversal with doxorubicin	PLAP inhibition	IL1B NFkB inh	IL1B NFkB inh cell count 2 µM	Bcl-B TR3 displacers
CC(=O)c1cccc(NC(=O)NCCS(C)=O)c1 (configuration not stated)	-7	186	6	90	84	11%	7	186	4%
COC(=O)c1sccc1NC(=O)c1ccncc1	4	97	nt	nt	nt	-8%	-4	97	9%
O=S1(=O)CC(N2CCCCC2)C(N2CCCCC2)C1 (configuration not stated)	19	126	-1	99	100	-8%	-20	126	2%
Cc1nn(C)c(C)c1S(=O)(=O)N(CC(=O)N1CCc2ccccc21)c1ccc(C(C)C)cc1	15	199	4	81	77	18%	-15	199	-5%
COC(=O)CC(=O)CSc1nc2c(cc1C#N)CCC2	6	127	5	49	44	-12%	-6	127	5%
COc1cc(OC)cc(-c2cc3nc(C)c(CCC(=O)O)c(=O)n3[nH]2)c1	14	175	nt	nt	nt	4%	-14	175	-9%
Cc1ccc2cc(CN(CCN3CCOCC3)C(=O)NCc3ccccc3)c(=O)[nH]c2c1C	-4	161	15	81	66	-61%	4	161	-5%
CN(C)CCCOc1nc2c(c(=O)n(C)c(=O)n2C)n1C	-7	88	4	91	87	nt	7	88	nt
COC(=O)C1C(O)=CC(=O)CC1C (configuration not stated)	15	161	5	96	91	nt	-15	161	nt
Cc1ccc(CS(=O)(=O)CCC(=O)NCCCOC(C)C)cc1	19	158	18	91	73	-17%	-19	158	2%
CS(=O)(=O)N1CCC(C(=O)Nc2ccc(OCc3ccccc3)cc2)CC1	15	162	-12	87	98	4%	-15	162	-1%
O=C(COCc1nc2ccccc2c(=O)[nH]1)NC1CCCC1	-12	128	7	96	90	5%	12	128	-5%
Cc1nnc(SCC(=O)c2cc(C)n(-c3ccc4c(c3)OCO4)c2C)s1	-6	145	14	90	76	5%	6	145	-24%
O=C(O)CCc1ncc(C(F)(F)F)cc1Cl	2	92	12	98	86	-3%	-2	92	-1%
CC(=O)N(C(C)=O)c1c(C#N)c(C)n(-c2ccccc2)c1C(=O)c1ccccc1	14	157	-24	55	79	9%	-14	157	-2%
Cc1cc(-c2ccccc2)nc(Oc2ccc(C(C)(C)C)cc2)c1S(C)(=O)=O	4	154	9	86	77	-10%	-4	154	-2%
CCC(C)NC(=O)N[C@@H](CCSC)C(=O)OC (some centres not stated)	5	152	-4	82	86	2%	-5	152	-15%
NS(=O)(=O)c1ccc(NC(=O)CSC2CCCCC2)cc1	1	141	0	97	98	6%	-1	141	-3%
C=CCN1C(=O)NC2(CCCCC2)C1=O	nt	nt	-5	91	95	7%	nt	nt	-5%

Some of the compounds tested, so the mix of outcomes need not match the whole.
